SW480 rereplic: induces DNA re-replication in SW480 colon adenocarcinoma cells; AID 624297; actives 1.8% (n = 340,000); SW480 DNA re-replication, Hoechst DNA content imaging, 48 h; Potency, µM (series often up to 46.1 µM), without a hit: top-dose re-replication activation, most hits filed as activators; also: potency is read from the fitted curve at half-maximal effect; % of control where 0% means no effect; nearly all actives have a fitted effect of over 55% in size
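Treated cells incubate 48 hr (37 C, 5% CO2), are stained 40 min with Hoechst, and nuclear fluorescence is enumerated; a rise in nuclei with high DNA signal marks re-replication.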
HT1080 IDH1KD tx: toxicity to HT-1080 IDH1 knockdown cells (counter line) | HT-1080 IDH1 knockdown viability, ATP luminescence, 48 h | AID 686971 | actives 2% (n = 360,000) | Potency, µM (titrated, usually from 46.1 µM), without a hit: at the top dose activity, negative = toxicity, most hits filed as cytotoxic;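 also: potency is read from the fitted curve at half-maximal effect; 0% = DMSO wells and -100% = cell-free medium wells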
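HT-1080-IDH1KD cells (IDH1 knocked down), 750/well in RPMI with 5% FBS, treated with compound 48 h at 37 degrees C. Viability by CellTiter-Glo luminescence, normalised to DMSO and no-cell wells; concentration-response curves classed.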
KB-3-1 cytotox: kills parental KB-3-1 adenocarcinoma cells | KB-3-1 viability, CellTiter-Glo ATP luminescence, 72 h | Potency, µM (top dose mostly 46.1 µM), for the others: at the highest dose activity change, negative = cytotoxic, most hits filed as cytotoxic | actives 1.4% (n = 400,000) | AID 1347075; also: potency is read from the fitted curve at half-maximal effect; % is scaled to controls: 0 for no effect and ±100 for the full control effect; nearly all actives have a fitted effect of over 60% in size
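Cytotoxicity measured as CellTiter-Glo luminescence after 72 h at 37 C. Compound titrations were pinned onto drug-naive KB-3-1 parental adenocarcinoma cells grown in DMEM with 10% FBS, and normalized data fitted to concentration-response curves.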
DRD3 agonist: agonists of human D3 dopamine receptor. P35462. D3R DiscoveRx beta-arrestin cells, luminescence, 90 min. max activation, %. actives 0.58% (n = 410,000). AID 652048; in the data active = max activation above about 30%; also: 0% is about no effect; mostly tested at two doses, the higher about 12 µM
Target sequence (P35462 whole entry, looked up): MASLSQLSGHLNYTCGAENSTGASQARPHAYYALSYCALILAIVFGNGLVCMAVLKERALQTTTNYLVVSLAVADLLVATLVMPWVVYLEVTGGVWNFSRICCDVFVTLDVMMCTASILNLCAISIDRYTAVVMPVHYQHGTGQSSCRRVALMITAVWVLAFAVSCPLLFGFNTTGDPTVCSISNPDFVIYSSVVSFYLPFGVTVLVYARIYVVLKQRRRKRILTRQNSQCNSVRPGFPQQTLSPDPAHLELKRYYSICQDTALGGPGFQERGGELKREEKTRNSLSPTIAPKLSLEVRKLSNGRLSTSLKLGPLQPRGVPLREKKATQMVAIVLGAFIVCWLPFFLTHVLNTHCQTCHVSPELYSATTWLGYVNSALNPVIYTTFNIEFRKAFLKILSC
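Cells at 1500/well, incubated overnight, then treated with pinned compounds (dopamine as control) for 90 min at 37 degrees C. DiscoveRx reagent added for 30 - 60 minutes at room temperature; luminescence read.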
KB-V1 MDR tox: KB-V1 MDR subline cytotoxicity; actives 3.4% (n = 400,000); KB-V1 MDR cells viability, CellTiter-Glo, 72 h; AID 1347076; Potency, µM (doses to about 46.1 µM), for inactives: at the highest dose activity change, negative = cytotoxicity, usual class: cytotoxic; also: potency is read from the fitted curve at half-maximal effect; % is scaled to controls: 0 for no effect and ±100 for the full control effect; nearly all actives have a fitted effect of over 60% in size
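KB-V1 MDR subline cells in DMEM (phenol-red free, 10% FBS) exposed to compounds in qHTS concentration series for 72 h at 37 degrees C. Viability read by CellTiter-Glo luminescence; concentration-effect curves fitted after normalization and correction.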
HT1080NT lethal: kills 2HG-producing HT-1080-NT fibrosarcoma cells; HT-1080-NT fibrosarcoma viability, CellTiter-Glo ATP luminescence, 48 h; Potency, µM (series often up to 46.1 µM), without a hit: at the top dose activity, negative = less viability, actives largely listed as cytotoxic; actives 1.6% (n = 360,000); AID 686970;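 also: NT is the 2HG producing partner of a matched IDH1 knockdown line; potency is read from the fitted curve at half-maximal effect; 0% = DMSO-treated cells and -100% = media-only wells without cells; nearly all actives have a fitted effect of over 55% in size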
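Read-out is CellTiter-Glo luminescence after 10 minutes at room temperature, following 48 hours' compound treatment of HT-1080-NT cells (750 cells/well, RPMI, 5% FBS, 37 degrees C).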
IL1B secr inh: blocks inflammasome-driven IL-1 beta release; AID 743279; activity change, % at 57.5 µM; THP-1 LPS/ATP IL-1B secretion, AlphaLISA, 16 h; hits give low values; actives 4.7% (n = 360,000); in the data active = activity change below about -50%; inconclusive = mostly about -30% to -49%; also: % is scaled to controls: 0 for no effect and ±100 for the full control effect
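THP-1 cells pretreated 1 hr with compounds (up to 57.5 uM final), then stimulated with LPS (250 ng/mL final) plus ATP (1.25 mM final); secreted IL-1B measured by AlphaLISA after 16 hr, decreased signal indicating inhibition.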
DRD3 antagonist: antagonists of human D3 dopamine receptor. actives 2.5% (n = 360,000). max response, negative = inhibition, %. AID 652054. P35462. D3R cells, DiscoveRx beta-arrestin luminescence, antagonist mode; hits give low values; in the data active = max response below about -50%; inconclusive = no clear call, values can overlap the other calls; also: % is scaled to controls: 0 for no effect and ±100 for the full control effect; mostly tested at two doses, the higher about 12 µM
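Cells plated overnight at 1500 cells/well, then exposed to library compounds with dopamine controls for 90 minutes at 37 degrees C. DiscoveRx reagent added for 30–60 minutes at room temperature; luminescence read, quantitative HTS format.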
GLP1R ag: agonists of human GLP-1 receptor; P43220; HEK293 GLP-1R CRE-luciferase, luminescence, 4-6 h; cells express a hypersensitive GLP-1R form; Potency, µM (series often up to 45.6 µM), inactives show at the highest dose activation, hits mostly activators; actives 0.007% (n = 380,000); AID 624172; also: potency is read from the fitted curve at half-maximal effect; % of control where 0% means no effect
Target sequence (P43220 whole entry, looked up): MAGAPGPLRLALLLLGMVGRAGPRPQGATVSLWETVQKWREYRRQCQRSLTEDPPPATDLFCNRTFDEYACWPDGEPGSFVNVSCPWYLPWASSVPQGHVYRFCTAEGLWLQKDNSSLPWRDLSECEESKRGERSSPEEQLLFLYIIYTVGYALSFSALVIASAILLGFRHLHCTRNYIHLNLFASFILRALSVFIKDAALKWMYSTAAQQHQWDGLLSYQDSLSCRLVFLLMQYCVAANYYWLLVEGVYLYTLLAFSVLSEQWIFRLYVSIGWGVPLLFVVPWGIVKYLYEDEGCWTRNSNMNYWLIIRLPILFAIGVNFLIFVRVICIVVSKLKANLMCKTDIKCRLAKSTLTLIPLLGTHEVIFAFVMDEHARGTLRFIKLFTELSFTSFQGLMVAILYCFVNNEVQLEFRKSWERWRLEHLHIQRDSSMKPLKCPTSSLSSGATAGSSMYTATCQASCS
* marks the source's active call; other numbers are inactive results; ? = inconclusive; · = not tested or not shown; [ ] = another dose, or the depositor's remark. Unless noted, calls follow the shape of the dose curve; as a rule, active = well fitted curve in the direction sought with a large enough effect; inconclusive = small, poorly fitted or top-dose-only effect, or another doubt; inactive = no such curve, though single readings can be large; an effect the other way counts as inactive or inconclusive.

SMILES	SW480 rereplic	HT1080 IDH1KD tx	KB-3-1 cytotox	DRD3 agonist	KB-V1 MDR tox	HT1080NT lethal	IL1B secr inh	DRD3 antagonist	GLP1R ag
CN(C)C(=O)c1cc(C(=O)c2ccc(C(F)(F)F)cc2)c[nH]1	2%	-2%	-21%	2	0%	-2%	1	-3	11%
COc1ccc2[nH]c(C(=O)N3CCC(CO)(Cc4cccc(C(F)(F)F)c4)CC3)c(C)c2c1	2%	-1%	-3%	10	8%	-10%	?	9	4%
Cc1nonc1NC(=O)CSc1nnc(-c2ccoc2C)n1-c1cccc(Cl)c1	-5%	5%	15%	4	-21%	1%	-4	6	-6%
CCOC(=O)COn1c(=O)c(=O)n(OC)c2ccccc21	16%[9.22 µM]	0%	19%	2	0%	-2%	0	14	3%
CCN(CC)CCCC(C)Nc1nccc2cccc(Cl)c12 (stereo not drawn)	?	-25%	-6%	-17	-20%	-30%	-7	-26	4%
COc1cccc(-c2ccc(NC(=O)C3CCCN(Cc4ccc(CO)o4)C3)cc2)c1 (stereo not drawn)	-4%	15%	1%	2	?	1%	-3	7	16%
CCCCN(C(=O)C1CCC1)c1c(N)n(CCC)c(=O)[nH]c1=O	-8%	13%	8%	2	17%	7%	9	-6	7%
Cc1cc(OCCOc2cccc3cccnc23)cc(C)c1Cl	11%	?	-1%	-10	2%	?	-12	0	14%
Cc1cc(-c2ccncc2)n2ncc(-c3ccccc3)c2n1	·	-3%	0%	2	-11%	2%	-8	-2	25%
O=C(CN(C(=O)CCC(=O)Nc1nccs1)c1cccc(F)c1)NCc1ccccc1	-3%	?	-18%	16	15%	?	0	5	5%
CCc1ccc(Nc2n[n+](-c3ccccc3)c(-c3ccc(N(CC)CC)cc3)s2)cc1	4%	?	-5%	5	-7%	?	-4	20	0%
CC(=O)Nc1ccc(Nc2cc(C)nc3c(-c4ccc(Cl)cc4)c(C)nn23)cc1	18%	?	-18%	2	?	?	?	11	2%
CC(Cc1ccccc1)NC(=O)C1(c2ccccc2)CCOCC1 (stereo not drawn)	-4%	9%	3%	2	-27%	8%	-8	7	-1%
CN(C)c1ccc(CNC(=O)C2Cc3c(-c4ccccc4Oc4ccccc4)ccnc3O2)cc1 (stereo not drawn)	·	?	?	-3	?	?	-8	11	-2%
COC(=O)Nc1nc2ccc(-c3n[nH]c(=O)c4ccccc34)cc2[nH]1	-259%[inhibitor]	?	15µM*	3	-19%	-5%	60	1	3%
Cc1csc(NC(=O)CSc2nnc3ncccn23)n1	0%	-15%	-9%	8	7%	1%	25	28	-8%
COc1ccc(CCNc2nc(-c3cccnc3)cs2)cc1OC	-11%	-1%	-16%	0	?	8%	-11	37	-1%
Cc1nn(-c2ccc(F)cc2)c(-n2cccc2)c1C(=O)N1CCN(c2ccc(F)cc2)CC1	·	·	?	-9	16µM*	·	·	·	-1%
CC(C)(C)c1ccc(CN2C3=NCCCN3c3ccccc32)cc1	?	23µM*	?	-1	?	?	-54*	-63*	7%
CCC(CC)NC(=O)c1cc(OC)c(OC)c(OC)c1	-8%	-1%	-3%	2	2%	-3%	-12	?	4%
CCOc1cc(C(c2c(O)nc(SC)[nH]c2=O)c2c(O)nc(SC)[nH]c2=O)ccc1O	-73%[inhibitor]	13%	10%	-7	3%	25%	-5	-3	0%
COc1ccc(CNc2nc(Cl)c(C#N)s2)cc1	-1%	2%	-2%	3	5%	-7%	?	4	31%
COc1cccc(C(=O)NC(=S)Nc2ccccc2N2CCCC2)c1	4%	-1%	?	-12	-2%	-13%	2	-12	25%
CCOC(=O)C(O)(C1C(=O)CC(C)(C)CC1=O)C(F)(F)F (stereo not drawn)	0%	4%	-12%	4	13%	19%	-1	-24	-6%
O=C(Cn1nnc(-c2ccc(Cl)cc2)n1)NC1CC2CCC1C2 (stereo not drawn)	2%	-18%	0%	0	0%	-14%	-3	3	-3%

Three compounds out of the list, arranged by molar mass, smallest number first:
SMILES	SW480 rereplic	HT1080 IDH1KD tx	KB-3-1 cytotox	DRD3 agonist	KB-V1 MDR tox	HT1080NT lethal	IL1B secr inh	DRD3 antagonist	GLP1R ag
Cc1csc(NC(=O)CSc2nnc3ncccn23)n1	0%	-15%	-9%	8	7%	1%	25	28	-8%
CCN(CC)CCCC(C)Nc1nccc2cccc(Cl)c12 (stereo not drawn)	?	-25%	-6%	-17	-20%	-30%	-7	-26	4%
Cc1nonc1NC(=O)CSc1nnc(-c2ccoc2C)n1-c1cccc(Cl)c1	-5%	5%	15%	4	-21%	1%	-4	6	-6%

Continued.
SMILES	SW480 rereplic	HT1080 IDH1KD tx	KB-3-1 cytotox	DRD3 agonist	KB-V1 MDR tox	HT1080NT lethal	IL1B secr inh	DRD3 antagonist	GLP1R ag
O=S(=O)(NCc1ccco1)c1ccc(S(=O)(=O)N2CCCC2)cc1	-3%	-2%	8%	-2	11%	4%	6	7	13%
Nc1cccc(CCc2nc3cc4ccccc4cc3[nH]2)c1	3.7µM*	10µM*	5.2µM*	-2	5.8µM*	?	?	-8	13%
COc1cc(C(=O)O/N=C2\C=CC(=O)C(C)=C2)cc(OC)c1OC	5.8µM*	?	?	-6	?	23µM*	-72*	-57*	-7%
Cc1nn(-c2ccccc2)c2c1C(c1ccc(F)cc1)C(C#N)=C(N)O2 (stereo not drawn)	2%	0%	5%	-2	7%	-17%	?	6	-10%
Cc1ccc(-c2cn3nc(-c4ccccc4)c(-c4ccccc4)nc3n2)cc1	18µM*	-2%	-7%	-5	-2%	6%	-74*	5	10%
CCS(=O)(=O)c1ccc2oc(SCC(=O)c3c(N)n(C4CC4)c(=O)[nH]c3=O)nc2c1	-7%	10%	0%	-3	?	-1%	15	3	2%
CCOc1ccc(CNc2ccc3c(c2)nc(C)n3C)cc1	5%	-2%	-1%	0	?	4%	-2	-4	-1%
CN(C)S(=O)(=O)c1ccc(-n2cccc2)cc1	-4%	13%	3%	3	7%	?	23	6	5%
CCOC(=O)c1[nH]c(C)c(C(=O)OC(C)C(=O)Nc2ncc(Cl)cc2Cl)c1C (stereo not drawn)	-1%[9.22 µM]	-29%	?	-1	13µM*	-24%	-17	2	10%
COc1ccc(NC(=S)N2CCC(Cc3ccccc3)CC2)cc1OC	-3%	-11%	-4%	-5	-4%	-15%	20	-13	3%
Cc1ccc(-c2nn(CCC(=O)Nc3ccc(OC(F)(F)F)cc3)c(=O)c3ccccc23)cc1	·	·	?	-6	-14%	·	·	·	-1%
COc1ccc(NC(=O)CN2C(=O)COc3ccccc32)cc1OC	-5%	4%	-2%	4	-27%	-9%	8	9	0%
O=C(NCCc1c[nH]c2ccccc12)C(=O)NCC1OCCCN1S(=O)(=O)c1ccc(F)cc1 (stereo not drawn)	?	-8%	5%	6	?	-13%	0	18	11%
O=C(CSc1nc2cc([N+](=O)[O-])ccc2n1-c1ccc(F)cc1)NC1CCS(=O)(=O)C1 (stereo not drawn)	-2%	3%	27%	-31	23µM*	2%	-9	?	11%
O=S(=O)(CC(c1ccccc1)N1CCCCC1)c1ccc(Cl)cc1 (stereo not drawn)	1%	15%	15%	3	0%	0%	-16	-22	12%
CC1CCCCC12NC(=O)N(CC(=O)OCC(=O)c1ccc(OC(F)F)cc1OC(F)F)C2=O (stereo not drawn)	-6%	-1%	4%	-1	0%	5%	5	9	-1%
N#CCCCSc1nnc(CSc2nc3ccccc3s2)n1-c1ccccc1	-12%[9.22 µM]	-6%	-2%	1	0%	-18%	-2	-11	3%
CCCCn1nnnc1SCC(=O)Nc1cccc(C)n1	-3%	5%	4%	0	-8%	12%	2	16	-4%
O=C(NC1(C(F)(F)F)NC(=O)N(Cc2cccnc2)C1=O)c1ccc(F)cc1 (stereo not drawn)	-7%	1%	0%	-3	-6%	4%	-21	33	-14%
O=C(O)c1cc(N/N=C/c2cccnc2)ccc1Cl	1%	10%	-1%	7	2%	-11%	16	9	-2%
Cn1cnc(S(=O)(=O)N2CCN(C(c3ccccc3)c3ccccc3)CC2)c1	17%	8%	-8%	-4	16%	-2%	13	-23	-6%
COCCCNC(=O)Cn1cc(C(=O)c2cccs2)c2ccccc21	-5%	-11%	16%	1	4%	-9%	36	-7	-5%
O=C(Nc1ccc(F)cc1)c1ccc2c(=O)n(CC3CCCO3)c(=S)[nH]c2c1 (stereo not drawn)	-16%	-41%	-9%	-1	-5%	?	12	6	-1%
Cc1nc2cc(NS(=O)(=O)c3c(C)c(C)cc(C)c3C)ccc2s1	-1%[9.22 µM]	13µM*	13µM*	0	11µM*	13µM*	-3	-1	0%
CC(=O)NCc1ccc(C(=O)COC(=O)COc2ccccc2)s1	?	7%	-7%	-13	5%	14%	0	9	-6%
CCn1c(Cc2cccs2)nnc1SCC(=O)c1ccc(C)cc1	12%	-13%	0%	1	-18%	-5%	-26	2	8%
CCn1c2nc(SCCN3CCOCC3)nnc2c2cc(C)cc(C)c21	-5%	-25%	-4%	10	-6%	-22%	0	2	16%
CCOC(=O)c1c(CN(C)C)n(-c2ccccc2)c2cc(Br)c(O)cc12	0%	?	-7%	5	?	?	?	-2	6%
CSc1sc(C)cc1C1C(C#N)=C(N)N(c2cccnc2)C2=C1C(=O)CC(C)(C)C2 (stereo not drawn)	-3%	3%	-3%	4	6%	?	2	4	0%
O=[N+]([O-])c1cccc(S(=O)(=O)Nc2nc3ccccc3nc2Nc2cccc(S(=O)(=O)N3CCCCC3)c2)c1	9%	?	0%	14	?	?	-21	-6	4%

Bioassay records from PubChem.

Compounds as they come. About 12% of those tested had a hit in this group.
